LGR2 inh: Drosophila LGR2 receptor signaling inhibition | inhibition, % at 9.99 µM | 380,000 compounds, 0.35% hits | HEK293 LGR2, CRE-luciferase, bursicon-stimulated, 4 h | AID 720647;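 active means drop in luminescence signal, shown as inhibition above about 50% in the replicate tests, limit read from the data, passing the limit was not always enough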;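 further: agonist challenge used bursicon conditioned medium at about half maximal strength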
PglD inh: blocks C. jejuni PglD acetyltransferase activity. inhibition, % at 12.5 µM. purified PglD enzyme, DTNB colorimetric CoA detection. 360,000 compounds, 0.098% hits; in the data active means inhibition above about 16%, passing the limit was not always enough; further: strong numbers were not always called active
PAX8 reporter: PAX8 transcriptional activity inhibition | 360,000 compounds, 1.2% hits | inhibition, % at 12.6 µM | RMG-I TPO-luciferase reporter, SteadyGlo, 24 h | AID 652154;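 active means mean replicate inhibition at least 60% with every replicate also reaching 60%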;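 further: luciferase light reporting Pax8 driven TPO promoter activity; plate controls were median of neutral control wells for no effect and mitoxantrone controls for full effect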
Statin myotox sup: suppression of simvastatin myotoxicity | C2C12 myotubes + simvastatin, ATP luminescence, 48 h; scaled: DMSO 0, geranylgeraniol control 100 | rescue of ATP level, % at 7.49 µM | 330,000 compounds, 0.78% hits;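 active means mean ATP rescue above about 67%, or every replicate alone reaching that limit, limit read from the data, passing the limit was not always enough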;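 further: myotubes were challenged with 10 µM simvastatin during compound exposure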
PGC1a acetyl inh: lowers PGC1a acetylation signal in U2OS cells; AlphaScreen anti-acetyl-lysine; with virally co-expressed GCN5 acetyltransferase; inhibition, % at 15.6 µM; 350,000 compounds, 0.17% hits; AID 651687;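 active means every replicate shows inhibition of at least 40%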;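 further: 0% = neutral control wells and 100% = positive control wells; some results beyond the cut were filed as inactive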
Cneo AK release: Cryptococcus neoformans lysis via adenylate kinase release; lysis activity, % at 15 µM; 360,000 compounds, 0.2% hits; C. neoformans lysis, adenylate kinase release luminescence, 4 h; normalised: neutral wells 0, clomiphene wells 100; AID 651654;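 active means mean lysis activity across replicates of at least 80%, whatever share of replicates individually reach that level; inactive means mean lysis activity below 80%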
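Assay system: C. neoformans cells. Amount: yeast cell density of 5 × 10^6 cells/mL. Technique: AK luminescence. Buffer or medium: YPD. Times: static 4 h at 37 °C with compound, 1 h detection. Dosing: single-point compound dose. Read-out: lysis from increased AK signal.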
INS-1E GSIS act: GLuc luminescence reporter in INS-1E cells, primary screen for activators of glucose-dependent secretion of insulin; 370,000 compounds, 0.61% hits; INS-1E GLuc reporter insulin secretion, 2-3 h; activation, % at 16.6 µM;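 active means lowest replicate activation of at least 40%, so every replicate reaches that level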;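 further: 0% = median of neutral control wells and 100% = median of IBMX positive control wells; some compounds called inactive have numbers as strong as hits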
ARNT-TACC3 inh: ARNT/TACC3 interaction disruption; Q9Y6A5; AlphaScreen His-ARNT PAS-B/GST-TACC3 binding, luminescence; TACC3 fragment carries E629A point mutation; inhibition, % at 9.99 µM; 390,000 compounds, 0.66% hits; AID 623870;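 active means mean inhibition of replicates at least 50% and at least half of replicates each reaching 50%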;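 further: 0% = complete ARNT plus TACC3 wells and 100% = ARNT alone without TACC3; many hits fall short of the cut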
An asterisk follows results filed as active; x = not tested or not shown.

SMILES | LGR2 inh | PglD inh | PAX8 reporter | Statin myotox sup | PGC1a acetyl inh | Cneo AK release | INS-1E GSIS act | ARNT-TACC3 inh
COc1ccc(OC)c(CC(NC(C)=O)C(=O)NC2CCN(S(=O)(=O)c3ccc(NC(C)=O)cc3)CC2)c1 (stereo not drawn) | 10 | 2 | 7 | 6 | x | 2 | -10 | -7
CCN(CC)CCCNC(=O)c1cn(-c2cccc(OC)c2)c(=O)c2ccccc12 | 14 | 1 | -8 | -15 | 8 | 0 | 1 | 2
COc1ccc(C(=O)c2ccc(N3CCN(C(=O)c4ccc(F)cc4)CC3)c(F)c2)cc1Br | x | -8 | x | 13 | 7 | -1 | x | 0
CCC(=O)Nc1ccc2c(c1)OC[C@H](C)N(C(C)=O)C[C@H](C)[C@@H](OC)CN(C)C2=O | 7 | -4 | x | 5 | -5 | 0 | 5 | -8
O=C(CN1CCCc2ccccc21)NCCc1ccc(F)cc1 | -16 | x | 12 | x | -11 | x | -16 | -1
Cc1ccccc1NC(=O)N1CCNC(=O)C1CC(=O)Nc1cc(Cl)ccc1Cl (stereo not drawn) | 5 | 6 | 4 | 0 | 0 | 5 | 6 | -6
O=C(O)C[C@@H](CNC(=O)COc1ccc2ccc(=O)oc2c1)c1ccc(Cl)cc1 | -5 | 2 | -5 | -2 | -5 | 1 | 2 | -2
C=CCOc1ccc(C(=O)Nc2ccc(OCC)cc2)cc1 | -4 | -3 | -85 | -13 | -4 | -14 | 12 | x
CCCC#Cc1cnc2c(c1)C(=O)N([C@H](C)CO)C[C@@H](C)[C@H](CN(C)C(=O)NCCC)O2 | -14 | 1 | x | 4 | -6 | 0 | 6 | -1
CCn1c(SCC(=O)NNC(=O)c2ccccc2)nnc1-c1ccco1 | 19 | x | 12 | -10 | 4 | x | -4 | -8
O=C(Nc1cccc([N+](=O)[O-])c1)c1ccc(CN2CCOCC2)cc1 | -27 | 3 | -22 | -18 | -11 | -4 | -3 | -4
Cn1nnnc1NCc1ccccc1F | 0 | 0 | 8 | -1 | 17 | -3 | 3 | 0
CC(=O)N(C)C[C@H]1Oc2cc(C#CC3CC3)ccc2S(=O)(=O)N([C@H](C)CO)C[C@@H]1C | -3 | x | x | 10 | -1 | x | -12 | x
C[C@@H]1CCCCO[C@H](CN(C)Cc2ccccc2)[C@@H](C)CN([C@H](C)CO)C(=O)c2cc(NC(=O)C3CCCCC3)ccc2O1 | -4 | -2 | 13 | x | 2 | 1 | -8 | -43
CCOC(=O)C1CCN(S(=O)(=O)c2ccc3[nH]c(=O)ccc3c2)CC1 | 3 | 2 | 5 | 16 | -19 | 0 | 51 | -12
CCn1c(SCC(=O)NC2CCCCC2C)nnc1-c1ccc(OC)cc1 (stereo not drawn) | x | 2 | x | 4 | -7 | 2 | x | -9
O=C(Nc1ccc(Oc2cccnc2)cc1)c1ccccc1F | x | 1 | -128 | 0 | 10 | -3 | x | -3
O=C(CCNC(=O)c1ccc(Cl)cc1)NCc1ccco1 | -4 | 1 | 1 | -5 | 4 | 1 | -13 | -2
Cn1cnc(S(=O)(=O)N2C[C@@H](O)COC[C@@H]3O[C@H](CC(=O)NC4CCCC4)CC[C@H]32)c1 | -9 | 6 | -4 | -12 | -15 | -2 | 10 | 2
N#C/C(=C1/CCCCCN1)c1nc2ccccc2s1 | -32 | 2 | x | 9 | 5 | 2 | -7 | 3
CSc1nnc2c(n1)OC(c1cccn1C)N(C(C)=O)c1ccccc1-2 (stereo not drawn) | x | 0 | x | 2 | 11 | -4 | x | 3
N/C(Cc1ccc([N+](=O)[O-])cc1)=N\OC(=O)COc1ccc2ccccc2c1 | -2 | 0 | x | 7 | -3 | 3 | -14 | 2
COc1cccc(NC(=O)C(=O)NCCC2CCCCN2S(=O)(=O)c2ccccc2)c1 (stereo not drawn) | -79 | 0 | -165 | -3 | x | -3 | -7 | -2
COc1ccc(N(CC(=O)N2CCCCCC2)S(C)(=O)=O)cc1Cl | 14 | 2 | -14 | -3 | x | 1 | -5 | -2
COCCc1nnc(NC(=O)C(C)C)s1 | 10 | x | 9 | x | 0 | x | 7 | 5
Brc1ccc(N/N=C(/N=Nc2nn[nH]n2)c2ccccc2)cc1 | -9 | x | 55 | x | 97* | x | -28 | 45
O=C1C2C(C(=O)N1c1ccncc1)C1C=CC2C12CC2 (stereo not drawn) | x | -7 | x | 1 | x | 0 | x | -3
Cc1cc(=O)n2[nH]c(SCc3ccccc3Cl)nc2n1 | 5 | 1 | -12 | 5 | -4 | 3 | 9 | -8
O=C(NNc1nc2c(F)cc(F)cc2s1)C1=COCCO1 | 44 | x | -14 | x | 4 | x | 17 | -3
O=C(CCc1ccccc1)Nc1nnc(-c2cccs2)o1 | 14 | -4 | 14 | 9 | -9 | 1 | x | 25
Cc1nc(-c2ccc(S(=O)(=O)Nc3ccccc3C)cc2)co1 | -1 | -6 | -18 | 7 | 8 | 4 | 9 | 8
Oc1ccc2nnc3c(Br)cnn3c2c1 | 0 | -6 | -4 | 17 | x | -1 | 9 | 7
C=CCN1C(=O)C2C(C(=O)NC3CCCC3)C3(C)C=CC2(O3)C1C(=O)NC1CCCC1 (stereo not drawn) | 2 | -8 | 4 | 3 | x | 0 | -1 | -3
COc1ccc(NC(=O)c2cccnc2N2CCCCC2)cc1 | x | 2 | x | x | -6 | 1 | x | -3
CCn1cc(/C=C(\NC(=O)c2ccccc2Cl)C(=O)NCCN2CCOCC2)c2ccccc21 | 15 | x | -15 | 4 | -4 | x | 12 | 1
O=C(CN(C(=O)CNC(=O)c1ccco1)c1ccc2c(c1)OCO2)NC1CCCCC1 | x | 4 | x | -2 | 3 | 4 | x | -2
c1ccc(C2=NC(c3ccccc3)N=C(c3ccccc3)N2)cc1 | x | 2 | x | x | -5 | -5 | x | 6
CCOc1cc(S(=O)(=O)N2CCCC2)ccc1Cl | 10 | 1 | x | 1 | -3 | -5 | 8 | -2
CCCCN(C(=O)c1ccc2c(c1)OCO2)c1ccccc1 | 3 | x | -2 | x | x | x | 5 | -5
O=C(CN1CC[n+]2c(-c3cccs3)csc21)c1ccc(-c2ccccc2)cc1 | 4 | x | 46 | x | 0 | x | -33 | 9
Cc1ccc(C(=O)c2ccccc2C(=O)OCC(=O)Nc2ccc(SC(F)F)cc2)cc1 | 3 | -3 | 4 | 1 | 0 | -4 | -34 | -14
Cn1c(=O)c([N+](=O)[O-])c(N2CCSCC2)c2ccccc21 | 11 | 9 | 22 | 2 | x | -1 | 14 | 1
CCC(C(=O)NC1CCCC1)N(C(=O)Cn1nnc(-c2ccc(OC)c(OC)c2)n1)C1CCCCC1 (stereo not drawn) | x | -1 | x | 42 | -9 | 1 | -10 | -6
Cc1ccc(C)c(-n2sc3ccc(F)cc3c2=O)c1 | 13 | -3 | -2 | 22 | -5 | -6 | 37 | -4
COc1ccc(S(=O)(=O)N(C)C[C@H]2OCCCC[C@H](C)Oc3ccc(NS(=O)(=O)c4ccc(Cl)cc4)cc3C(=O)N([C@@H](C)CO)C[C@H]2C)cc1 | 14 | x | 22 | x | -11 | x | -5 | x

Entries above marked active in PGC1a acetyl inh.
SMILES | LGR2 inh | PglD inh | PGC1a acetyl inh | INS-1E GSIS act | ARNT-TACC3 inh
Brc1ccc(N/N=C(/N=Nc2nn[nH]n2)c2ccccc2)cc1 | -9 | x | 97* | -28 | 45

(cont.)
SMILES | LGR2 inh | PglD inh | PAX8 reporter | Statin myotox sup | PGC1a acetyl inh | Cneo AK release | INS-1E GSIS act | ARNT-TACC3 inh
COc1ccc(C2/C=C\CN(S(=O)(=O)c3ccc4ccccc4c3)CC(=O)N2Cc2ccc(F)cc2)cc1 (stereo not drawn) | 8 | 0 | 7 | -8 | x | 2 | 17 | 1
COc1nc(-c2ccccc2)ccc1-c1noc(-c2ccccc2F)n1 | -87 | 0 | x | 5 | -6 | 0 | 49 | -4
O=C(/C=C/c1ccc(Br)o1)OCc1ccccc1 | x | -2 | x | x | 12 | 0 | x | 0
CC(OC(=O)CNC(=O)c1ccccc1F)C(=O)Nc1nc(-c2ccccc2)cs1 (stereo not drawn) | -50 | x | -89 | x | x | x | -21 | 6
CCOC(=O)C(C)Sc1nc2c(cnn2-c2ccc(C)cc2)c(=O)[nH]1 (stereo not drawn) | x | 6 | x | 97* | -9 | 1 | x | -3
Cc1ccc([C@@H]2CC=C(C(=O)O)[C@H](c3ccccc3)N2S(=O)(=O)c2ccccc2C)cc1 | -3 | -1 | -13 | 0 | 6 | -1 | 5 | -3
COc1ccc(/C=N\NC(=O)c2ccccc2[N+](=O)[O-])cc1COc1c(F)c(F)c(F)c(F)c1F | 2 | 0 | 32 | x | x | 1 | 19 | x
N#CC1(NC(=O)CSc2n[nH]c(-c3ccccc3)n2)CCCCC1 | 5 | -2 | -3 | -5 | x | -2 | 3 | -6
CC1(C(=O)NCc2cccc3ccccc23)CCN1Cc1cc2ccccc2o1 (stereo not drawn) | 3 | -2 | 0 | 13 | -2 | 1 | 0 | x
C[C@@H]1CN([C@H](C)CO)C(=O)c2cc(NC(=O)C3CCCCC3)ccc2O[C@@H](C)CCCCO[C@H]1CN(C)C(=O)CCC(F)(F)F | 4 | -3 | -17 | x | 4 | 6 | -15 | -14
Cc1nc2ccc(NC(=O)c3ccc(F)c(S(=O)(=O)N4CCOCC4)c3)cc2s1 | x | -1 | x | 20 | -21 | 2 | x | -1
CC(C)C[C@@H](CN(C)N=O)N(C[C@H](Cc1ccccc1)N(CCc1ccccc1)N=O)N=O | 6 | 5 | 25 | -11 | -8 | 0 | -28 | -1
COc1cccc(C(=O)OCC(=O)Nc2cc(C)on2)c1OC | 4 | 7 | 3 | -2 | -18 | 0 | 23 | -4
Cn1cccc1CNC1CCCC1 | 0 | -3 | x | 13 | 1 | 10 | -5 | 0
C/C(=N\NC(=O)COc1cc(C)cc(C)c1)c1cccc(NC(=O)C2CCC2)c1 | 0 | 0 | 14 | -4 | x | 1 | -34 | -3

Entries from the list above containing two or more sulfur atoms (3):
SMILES | LGR2 inh | PglD inh | PAX8 reporter | Statin myotox sup | PGC1a acetyl inh | Cneo AK release | INS-1E GSIS act | ARNT-TACC3 inh
O=C(CN1CC[n+]2c(-c3cccs3)csc21)c1ccc(-c2ccccc2)cc1 | 4 | x | 46 | x | 0 | x | -33 | 9
COc1ccc(S(=O)(=O)N(C)C[C@H]2OCCCC[C@H](C)Oc3ccc(NS(=O)(=O)c4ccc(Cl)cc4)cc3C(=O)N([C@@H](C)CO)C[C@H]2C)cc1 | 14 | x | 22 | x | -11 | x | -5 | x
Cc1nc2ccc(NC(=O)c3ccc(F)c(S(=O)(=O)N4CCOCC4)c3)cc2s1 | x | -1 | x | 20 | -21 | 2 | x | -1

(more compounds)
SMILES | LGR2 inh | PglD inh | PAX8 reporter | Statin myotox sup | PGC1a acetyl inh | Cneo AK release | INS-1E GSIS act | ARNT-TACC3 inh
CCOc1ccccc1N1Cc2cc(C)c(C)cc2C1 | -37 | -3 | -45 | -6 | 0 | 3 | -5 | 7
COc1ccc(-c2csc(Nc3ccccc3)[n+]2CC(O)c2ccc([N+](=O)[O-])cc2)cc1 (stereo not drawn) | -26 | -1 | -6 | x | 3 | -4 | 39 | 1
COc1cccc(CN2CCN(S(=O)(=O)c3ccccc3)CC2)c1OC | -18 | -5 | 5 | -2 | 7 | 0 | -3 | x
O=C1c2ccccc2C(=O)c2c(NCc3cccnc3)cccc21 | x | 3 | -38 | -1 | 6 | 1 | x | 6
COc1ccc(NC(=O)Nc2ccc3c(c2)N(C)C(=O)CS3)cc1Cl | x | x | x | -17 | 22 | -1 | x | -11
CC(C)CN(C(=O)CCNC(=O)c1ccc(Cl)cc1)c1c(N)n(CC(C)C)c(=O)[nH]c1=O | 0 | x | -12 | 6 | x | -1 | 1 | -1
Cn1cc(/C=C2\SC(=O)N(c3ccc(O)cc3)C2=O)c2ccccc21 | -9 | -4 | -130 | x | 5 | -2 | x | 2
COc1ccc(OCCC(=O)OCC(=O)Nc2cccc(S(=O)(=O)N3CCCCC3)c2)cc1 | -16 | 8 | 5 | 0 | 15 | 0 | -55 | -10

Assay outcomes from PubChem BioAssay.
